Screening results (PubChem)
MazF activator – activators of E. coli MazEF toxin-antitoxin RNase, primary screen, biochemical, fluorescence, uHTS | Endoribonuclease toxin MazF (Escherichia coli (strain K12)), P0AE70 | FAM/BHQ RNA-DNA oligo cleavage fluorescence, 5 h | activation, % at 20 µM | 0.32% of 350,000 active | AID 504720, 2011; in the data active means activation above about 50%
Target sequence (P0AE70 whole entry, looked up): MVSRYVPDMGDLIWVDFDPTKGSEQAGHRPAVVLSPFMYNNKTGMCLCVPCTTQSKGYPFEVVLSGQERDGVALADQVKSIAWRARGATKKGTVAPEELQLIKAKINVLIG
BoNT A protease – BoNT/A light chain protease inhibitors, primary screen, biochemical, flow cytometry, MLPCN library; multiplex microsphere protease substrate cleavage; inhibition, % at 10 µM; 0.17% of 360,000 active; further: plate controls were buffer without enzyme for full effect and enzyme alone for no effect
PriA SSB inh – inhibitors of Klebsiella pneumoniae PriA binding to SSB C-terminal tail, primary screen, biochemical, AlphaScreen | PriA–SSB C-terminal tail interaction (Klebsiella pneumoniae) | AlphaScreen SSBct-PriA binding, biotinylated peptide | inhibition, % at 33 µM | 0.6% of 430,000 active; in the data active means inhibition mostly above about 37%, no sharp cut-off; inactive means mostly below about 20%;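 further: plate controls were negative control peptide for no effect and reference peptide for full effect; strong numbers were not always called active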
Rv3671c inh – Rv3671c serine protease inhibitors, primary screen, biochemical, fluorescence polarization, M. tuberculosis H37Rv. P9WHR9. inhibition, % at 5.96 µM. 0.048% of 320,000 active; in the data active means inhibition above about 38%;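 further: extracellular domain of Rv3671c used as enzyme; 0% = enzyme with DMSO and 100% = no enzyme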
Target sequence (P9WHR9 whole entry, looked up, the tested form may be a part): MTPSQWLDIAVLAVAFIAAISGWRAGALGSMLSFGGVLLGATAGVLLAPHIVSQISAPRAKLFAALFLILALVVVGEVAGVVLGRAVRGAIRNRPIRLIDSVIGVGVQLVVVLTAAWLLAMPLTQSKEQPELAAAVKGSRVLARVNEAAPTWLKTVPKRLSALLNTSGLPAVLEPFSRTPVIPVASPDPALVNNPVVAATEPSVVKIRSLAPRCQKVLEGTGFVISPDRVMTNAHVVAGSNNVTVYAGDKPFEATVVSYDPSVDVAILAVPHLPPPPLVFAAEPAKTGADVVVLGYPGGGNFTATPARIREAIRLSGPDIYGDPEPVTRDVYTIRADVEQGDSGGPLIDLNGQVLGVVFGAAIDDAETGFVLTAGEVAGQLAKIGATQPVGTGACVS
DUSP3 inh – VHR1 phosphatase inhibitors, primary screen, biochemical, absorbance, uHTS | Dual specificity protein phosphatase 3 (Homo sapiens), P51452 | recombinant VHR phosphatase, pNPP absorbance | inhibition, % at 13.3 µM | 0.52% of 290,000 active | AID 1654, 2009; in the data active means inhibition above about 50%; further: some compounds called inactive have numbers as strong as hits
Target sequence (P51452 whole entry, looked up): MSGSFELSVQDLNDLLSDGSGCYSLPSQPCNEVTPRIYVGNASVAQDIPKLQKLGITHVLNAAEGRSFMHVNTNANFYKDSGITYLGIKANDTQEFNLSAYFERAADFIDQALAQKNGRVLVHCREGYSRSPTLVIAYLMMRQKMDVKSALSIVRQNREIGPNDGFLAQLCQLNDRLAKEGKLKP
CCHF vOTU inh – CCHFV vOTU protease inhibitors, primary screen, biochemical, Pep-AMC substrate, fluorescence. inhibition, % at 11.5 µM. 0.55% of 370,000 active. Crimean-Congo hemorrhagic fever virus L polyprotein viral ovarian tumor (vOTU) protease …. AID 651958, 2012; in the data active means inhibition above about 30%; further: 0% = vehicle wells with enzyme and 100% = no enzyme wells
PrPC surface inh – inhibitors of human cell surface prion protein PrPC, primary screen, cell-based, TR-FRET; Major prion protein (Homo sapiens), P04156; TR-FRET read-out; inhibition, % at 13.8 µM; 0.43% of 370,000 active; in the data active means inhibition above about 24%; further: 0% = median of the test wells and 100% = reference compound wells
3CLpro inhibitor – SARS-CoV 3CLpro protease inhibitors, primary screen, biochemical, quenched FRET; Replicase polyprotein 1ab (Severe acute respiratory syndrome coronavirus), P0C6X7; recombinant SARS-CoV 3CLpro, quenched FRET peptide cleavage; inhibition, % at 6 µM; 0.14% of 290,000 active; AID 1706, 2009; in the data active means inhibition above about 12%
Anthrax LF prot – Bacillus anthracis LF protease inhibitors, primary screen, biochemical, multiplex microsphere, MLPCN library | inhibition, % at 10 µM | Lethal factor (Bacillus anthracis), P15917 | AID 588501, 2011 | 0.12% of 360,000 active | multiplex microsphere protease cleavage assay; further: plate controls were buffer without enzyme for full effect and enzyme alone for no effect
BoNT F protease – BoNT/F light chain protease inhibitors, primary screen, biochemical, flow cytometry, MLPCN library. Botulinum neurotoxin type F light chain protease (Clostridium botulinum). Multiplex microsphere protease cleavage assay. inhibition, % at 10 µM. 0.22% of 360,000 active; in the data active means inhibition above about 35%, passing the limit was not always enough; inconclusive means no clear call, values can overlap the other calls; further: plate controls were buffer without enzyme for full effect and enzyme alone for no effect
* hit, by the source's call; ? = inconclusive; . = not tested or not shown; & = joins results of further samples. Unless noted, no stated cut-off is given here; in the data, active means inhibition above about 30%; inconclusive means no clear call, values can overlap the other calls; inactive means below that. This is a subset; rates above refer to the full screens.

SMILES	MazF activator	BoNT A protease	PriA SSB inh	Rv3671c inh	DUSP3 inh	CCHF vOTU inh	PrPC surface inh	3CLpro inhibitor	Anthrax LF prot	BoNT F protease
S=c1[nH]nc(CSc2nc3ccccc3s2)o1	-7	-0.7	-2&-3	6	29	16	-7	3	7	-3
CCCNC(=O)COc1coc(CN2CCN(c3ccccc3OC)CC2)cc1=O	8	1.4	-4	-4	13	-1	7	-4	-5	6
Nc1nn(-c2ccccc2)nc1C(=O)OCc1ccccc1F	.	-1.6	.	-14	16	.	.	7	-4	-10
O=C(NCCN1CCNCC1)c1ccccn1	8	-0.2	-6	-31	-6	-8	3	2	1	1
Cc1ccc(C)c(N2C(=O)CC(Cc3ccc(Br)cc3)C2=O)c1 (centres undefined)	-1	0.8	-18	2	4	-11	-2	0	2	?
CCOc1ccccc1CN1CCNC(=O)C1CC(=O)NCCc1ccccn1 (centres undefined)	-3	-5.8	4	-1	19	1	-3	2	-3	-12
CCOc1cc(S(=O)(=O)n2ccnc2)ccc1Br	-2	-0.6	-19	6	-2	3	-1	2	-11	1
CCOc1ccc(/C=N/NC(=O)c2ccc(CSc3nc4ccccc4[nH]3)cc2)cc1	6	0.0	.	-47	8	-5	5	-4	-3	-1
O=C(OCC(=O)N1CCC(Cc2ccccc2)CC1)c1cc(Cl)ccc1O	0	-0.8	4	0	.	-2	0	.	-8	7
Cn1cnnc1SCC(=O)Nc1cccc(C(=O)O)c1	5	1.2	-5	0	26	-11	3	2	-8	4
Cc1cccc(C)c1NC(=S)NCCc1ccc(O)c(O)c1	-2	-0.9	-10	-3	32	0	2	3	-12	0
CCCCOc1ccc(Nc2nc(C)cc(C)c2C#N)cc1	-3	-0.8	-14	10	4	-8	3	2	-10	-3
Cc1ccc(NS(=O)(=O)Cc2ccccc2)cc1Cl	2	-0.2	-12	1	13	1	1	0	-3	-18
CCc1nc2ccc(Cc3ccc4nc(CC)[nH]c4c3)cc2[nH]1	9	-0.9	5	3	-15	-13	4	0	-6	-33
COC(=O)c1ccc(C)c(NC(=O)CN(c2ccc3c(c2)OCO3)S(C)(=O)=O)c1	12	0.2	-11	-3	14	2	-2	6	2	-13
OCCNc1nc(N2CCOCC2)nc(N2CCOCC2)n1	14	0.7	1	-2	-5	-7	-4	3	2	-5
CCN(CC)S(=O)(=O)c1nnc(NC(=O)c2ccco2)s1	6	0.7	-5	-15	-16	4	1	1	0	-13
Oc1cccc2cc(Nc3ccccc3)cnc12	.	-0.9	.	.	.	8	-8	.	0	-11
CCC(C(=O)Nc1cccnc1)n1c(=O)[nH]c2ccccc2c1=O (centres undefined)	0	-0.6	-7	-5	-22	-8	5	-2	0	3
Cc1cc(Br)ccc1NC(=O)CN(C)C(=O)c1ccccc1OCc1c(C)noc1C	6	-0.3	.	.	.	-5	6	.	-2	0
COc1ccccc1C(=O)NC(=O)CSc1nnc(N)s1	-1	.	-8	-8	.	-7	-4	.	.	.
O=C(CNC(=O)[C@@H]1Cc2ccccc2CN1)Nc1ccc2c(c1)OCCO2	7	1.2	-6	-1	-10	8	5	2	-3	-1
O=C(CCc1ccccc1)N1Cc2cc(-c3cccc(F)c3)ccc2-n2nncc2C1	.	-0.2	.	.	.	8	3	.	-5	-4
CCOC(=O)CN1C(=O)N[C@@H](c2cccs2)C(C(=O)OC)=C1C	0	-0.2	-16	-4	.	-6	1	.	-5	-7
CC1CCCCN1S(=O)(=O)c1ccc(NC(=O)CSc2nnnn2C)cc1 (centres undefined)	-4	?	-13	-12	8	-3	4	7	0	1
N#Cc1nc2ccccc2n1OCc1ccccc1	2	-0.6	.	.	.	-1	-4	.	-2	-13
O=C(N/C(=C\c1ccc(Cl)cc1)C(=O)N1CCOCC1)c1ccco1	-23	-3.8	-11	3	20	11	-9	0	14	-12
Fc1ccc(-c2cc(C(F)(F)C(F)F)[nH]n2)cc1	9	-0.4	-12	-1	-11	0	0	0	4	?
Cc1cccc(OCCC(=O)N(C)CC(=O)Nc2cccc3ccccc23)c1	1	-0.7	-15	-4	1	-10	4	6	-3	1
c1ccc2c(c1)nnn2Cc1nnc2sc(-c3ccncc3)nn12	0	-0.4	0	0	36	-8	-2	-3	-1	-3
CC(=O)Nc1ccc(NC(=O)Nc2cccc3ccccc23)cc1	-1	.	-24	3	6	-5	3	-3	.	.
CNC(=O)NC(=O)CSc1nnc(-c2ccco2)n1-c1ccccc1	5	-4.2	0	.	15	-7	1	3	-11	8
Cc1cccc(C)c1NC(=O)c1csc([C@@H]2O[C@H](CO)[C@H](O)[C@H](O)[C@H]2O)n1	.	0.5	.	.	.	-4	6	.	2	3
O=C(O)CCCCCNS(=O)(=O)c1ccc2c3c(cccc13)C(=O)N2	2	6.0	-7	.	8	-79	-19	0	-6	-21
CN(C)CCCN(C(=O)c1ccc(Br)s1)c1nc2cc3c(cc2s1)OCO3	17	0.5	3	7	16	-1	-4	2	-4	-6
CN(C)c1ccc(NC(=O)CSc2nnc(-c3ccco3)c(-c3ccco3)n2)cc1	18	-0.5	21	1	-5	9	-23	3	-4	-7
O=C(N1CCN(c2ccccc2)CC1)C1(c2cccs2)CCOCC1	1	0.4	3	-6	13	.	.	-2	0	0
O=C(CCNS(=O)(=O)c1ccc(OC(F)(F)F)cc1)N1CCN(C/C=C/c2ccccc2)CC1	-6	-1.2	6	-12	9	18	-11	0	2	1
Cn1nc(N)c2c(-c3ccccc3)c(C#N)c(N)nc21	-3	-1.1	8	-4	-7	2	2	6	0	-19
CC1CCCCC12NC(=O)N(CC(=O)NCc1ccccc1Cl)C2=O (centres undefined)	-3	0.9	-2	-2	.	-5	6	.	7	1
COc1cccc(OC)c1OCCCCN1CCC(Cc2ccccc2)CC1	3	-0.1	-6	8	15	-3	-9	3	1	-3
c1coc(-c2ccnc3nc(-n4cccc4)nn23)c1	12	0.6	-8	1	-1	-3	-4	2	-4	-1
CCCCNC(=O)CN(c1cccc(Br)c1)S(C)(=O)=O	-11	-0.3	2	-3	4	4	-5	1	0	11
COc1ccc2[nH]c3c(c2c1)CCN1C(=O)C(CC(=O)NCCCn2ccnc2)C[C@H](C(=O)N(C(C)C)C(C)C)[C@@]31C (some centres undefined)	2	0.2	1	.	.	-1	-3	.	-3	-5
O=C(O)C1Cc2ccccc2-c2ccccc2C1	-9	-2.1	-1	-4	-6	7	2	0	-3	7
Cc1nc2sccn2c(=O)c1S(=O)(=O)NCc1ccccc1Cl	9	-2.0	-2	-3	17	-10	5	-5	-8	-8
O=C(CSc1nc2cc([N+](=O)[O-])ccc2n1-c1ccc(F)cc1)NC1CCS(=O)(=O)C1 (centres undefined)	-1	2.4	-7	-9	-7	0	-24	7	3	11
Cc1cc(C(=O)COC(=O)c2ccc[nH]c2=O)c(C)n1C	-3	-0.5	-6	4	2	-11	-6	0	-4	-14
Cc1nc2ccccn2c1P(=O)(N1CCCCC1)N1CCCCC1	0	0.9	-2	3	1	1	8	-5	0	-4
O=C(Nc1nnc(CCc2ccccc2)s1)c1ccccc1	9	1.9	6	-10	-4	-6	6	0	5	?
New compounds follow:
SMILES	MazF activator	BoNT A protease	PriA SSB inh	Rv3671c inh	DUSP3 inh	CCHF vOTU inh	PrPC surface inh	3CLpro inhibitor	Anthrax LF prot	BoNT F protease
O=C(c1cc(-c2ccc(F)cc2)on1)N1CCN(c2ccc(F)cc2)CC1	2	-1.3	-10	1	20	3	-2	-4	1	-11
COc1cccc(NC(=O)COC(=O)c2c(F)cccc2Cl)c1	6	0.5	-27	3	-1	4	16	1	-2	-2
Cc1onc(-c2ccccc2)c1C(=O)OCC(=O)Nc1ccccc1Cl	0	-0.7	.	.	.	7	4	.	-1	-2
CC1CCCC(C)N1S(=O)(=O)c1ccc(S(=O)(=O)N2CCOCC2)cc1 (centres undefined)	-7	0.1	-27	-2	-3	2	0	2	-6	-1
CNC(=O)c1ccsc1NC(=O)CS(=O)(=O)c1ccc(Cl)cc1	-3	1.6	-3&-1	-14	29	-3	1	-5	-3	6
COc1ccc(OC)c(C2C(C(=O)O)c3ccccc3C(=O)N2C)c1 (centres undefined)	-6	2.1	-13	3	15	4	-3	-3	3	?
COc1cccc(NC(=O)N2CCC(NC(=O)C3CCCCC3)CC2)c1	6	-0.6	-13	-7	26	-8	7	-2	0	0
O=C(NCC1CCCO1)c1cc2n(n1)C(C(F)(F)F)CC(c1ccc(Br)cc1)N2 (centres undefined)	-5	?	-10	-2	-1	6	-8	3	2	1
O=C(N/N=C/c1ccc([N+](=O)[O-])o1)C1CCCC1	0	0.9	.	-1	-9	24	-42	4	0	-2
O=C(CS(=O)CC(=O)N(c1ccccc1)C(C(=O)NC1CCCCC1)c1ccco1)Nc1ccc(F)cc1 (centres undefined)	-6	0.1	-10	0	4	-2	4	0	1	0

4 entries from above, reformatted:
molecule | MazF activator | BoNT A protease | PriA SSB inh | Rv3671c inh | DUSP3 inh | CCHF vOTU inh | PrPC surface inh | 3CLpro inhibitor | Anthrax LF prot | BoNT F protease
COc1cccc(NC(=O)COC(=O)c2c(F)cccc2Cl)c1 | 6 | 0.5 | -27 | 3 | -1 | 4 | 16 | 1 | -2 | -2
Cc1onc(-c2ccccc2)c1C(=O)OCC(=O)Nc1ccccc1Cl | 0 | -0.7 | . | . | . | 7 | 4 | . | -1 | -2
CC1CCCC(C)N1S(=O)(=O)c1ccc(S(=O)(=O)N2CCOCC2)cc1 (centres undefined) | -7 | 0.1 | -27 | -2 | -3 | 2 | 0 | 2 | -6 | -1
CNC(=O)c1ccsc1NC(=O)CS(=O)(=O)c1ccc(Cl)cc1 | -3 | 1.6 | -3&-1 | -14 | 29 | -3 | 1 | -5 | -3 | 6

Next records
SMILES	MazF activator	BoNT A protease	PriA SSB inh	Rv3671c inh	DUSP3 inh	CCHF vOTU inh	PrPC surface inh	3CLpro inhibitor	Anthrax LF prot	BoNT F protease
Cc1cc2ncn(-c3ncnc4scc(-c5ccccc5)c34)c2cc1C	2	?	3	-7	27	4	10	-1	0	-5
COc1cccc(NC(=O)C2CCN(S(=O)(=O)c3ccc4c(c3)NC(=O)CO4)CC2)c1	8	-2.4	3	4	11	1	5	-3	-1	-3
CC(C)c1ccc(C2C(C(=O)c3ccco3)=C(O)C(=O)N2CCN2CCOCC2)cc1 (centres undefined)	2	0.4	7	2	17	0	10	3	1	3
C=CCn1c(-c2cccn(Cc3ccccc3)c2=O)n[nH]c1=S	1	-6.1	-17	1	23	4	3	3	-3	-6
Cc1c(OCC(=O)NCCCn2ccnc2)ccc2c3c(c(=O)oc12)CCCC3	11	0.1	0	1	2	3	4	-5	-2	7
COc1ccc(NC(=O)c2cccnc2N2CCOCC2)cc1	11	-0.3	-2	-6	18	4	-6	2	-2	-2
O=C(O)/C=C/C(=O)c1c(-c2ccccc2)[nH]c2ccccc12	3	-3.7	-11	2	12	13	-9	0	10	-48
CC(OC(=O)c1ccccc1C(=O)N(C)c1ccccc1)C(=O)Nc1ccccc1[N+](=O)[O-] (centres undefined)	-2	-1.8	14	1	.	-5	-4	.	-5	-4
CC1=C(C(=O)N(C)C)CC(CC(=O)NC(c2ccccc2)c2ccccc2)C(=O)N1CCCN1CCCC1=O (centres undefined)	9	0.0	.	.	.	8	-7	.	-1	-5
COCc1c(Br)c(C)nc(OCC(=O)N/N=C/c2ccco2)c1C#N	-14	0.0	.	-5	14	6	-1	0	-1	0
COC(=O)c1ccc(C(=O)Nc2ccc3nc(-c4ccncc4)[nH]c3c2)cc1	-3	2.0	-5	-17	10	-9	1	-7	9	26
